Screens from PubChem BioAssay.
STEP block: STEP phosphatase inhibitors, primary screen, biochemical, fluorescence intensity, uHTS | AID 588621, 2011 | hit rate 0.25% among 360,000 | recombinant STEP, OMFP fluorogenic substrate | inhibition, % at 20 µM;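 active = inhibition at 20 µM, scaled per plate between control wells, above about 37%, limit read from the data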;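 note: 0% = DMSO with enzyme and substrate and 100% = substrate only without enzyme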
Target sequence (P54829 whole entry, looked up): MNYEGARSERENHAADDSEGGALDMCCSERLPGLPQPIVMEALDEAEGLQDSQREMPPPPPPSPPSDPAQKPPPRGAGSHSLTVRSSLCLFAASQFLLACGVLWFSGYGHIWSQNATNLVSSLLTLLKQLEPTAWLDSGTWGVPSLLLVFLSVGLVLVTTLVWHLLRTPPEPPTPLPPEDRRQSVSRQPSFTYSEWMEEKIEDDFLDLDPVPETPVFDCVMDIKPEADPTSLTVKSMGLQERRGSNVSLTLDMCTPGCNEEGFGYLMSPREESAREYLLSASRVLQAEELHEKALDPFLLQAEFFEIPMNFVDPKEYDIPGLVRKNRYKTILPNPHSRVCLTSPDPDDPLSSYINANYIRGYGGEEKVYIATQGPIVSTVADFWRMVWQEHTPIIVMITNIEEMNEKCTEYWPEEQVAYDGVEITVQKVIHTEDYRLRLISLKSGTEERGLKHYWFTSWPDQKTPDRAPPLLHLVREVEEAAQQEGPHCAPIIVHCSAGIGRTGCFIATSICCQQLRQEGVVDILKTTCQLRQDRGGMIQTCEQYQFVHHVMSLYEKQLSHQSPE
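Material: STEP (striatal-enriched tyrosine phosphatase) enzyme, cell-free; Compound dosing: 20 µM single dose in 1% DMSO; Technique: fluorescence read at 480 nm ex / 540 nm em; Times: reaction 20 min, ambient temperature; Medium: 50 mM Bis-Tris pH 6.0 with 2.5 mM DTT and 0.005% Tween 20; Also added: OMFP at 25 µM.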
Rpn11 inh: Rpn11 (PSMD14) deubiquitinase inhibitors, primary screen, biochemical, fluorescence polarization, uHTS; 26S proteasome non-ATPase regulatory subunit 14 (Homo sapiens), O00487; human 26S proteasome, Ub4-pepOG fluorescence polarization; 20S core pre-blocked with epoxomicin; calls only at 20 µM; hit rate 0.59% among 360,000;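 active = inhibition at 20 µM, scaled to each plate's controls, above about 33%, limit read from the data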
Target sequence (O00487 whole entry, looked up): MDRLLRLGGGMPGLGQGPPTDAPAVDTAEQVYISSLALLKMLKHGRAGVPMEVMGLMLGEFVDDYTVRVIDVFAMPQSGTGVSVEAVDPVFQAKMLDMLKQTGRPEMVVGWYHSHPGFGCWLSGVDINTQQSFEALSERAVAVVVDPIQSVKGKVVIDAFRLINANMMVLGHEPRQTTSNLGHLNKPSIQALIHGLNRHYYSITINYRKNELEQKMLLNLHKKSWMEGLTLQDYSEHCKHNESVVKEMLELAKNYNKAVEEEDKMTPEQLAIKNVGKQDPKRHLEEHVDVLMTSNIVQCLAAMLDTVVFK
DNMT1 inh: human DNMT1 methyltransferase inhibitors, primary screen, biochemical, molecular beacon, fluorescence, HinP1I cleavage, uHTS; DNA (cytosine-5)-methyltransferase 1 (Homo sapiens), P26358; hit rate 0.83% among 360,000; inhibition (reported as % activation of signal), % at 10 µM; in the data active = inhibition above about 50%
PABP1 MLLE inh: inhibitors of PABP1 MLLE–PAM2 peptide binding, primary screen, biochemical, fluorescence polarization, FITC-PAM2, GST-MLLE. inhibition, % at 20 µM. hit rate 0.36% among 360,000. AID 588489, 2011; in the data active = inhibition above about 35%, passing the limit was not always enough;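 note: plate controls were DMSO wells with GST-MLLE for no effect and wells lacking GST-MLLE protein for full effect; some results filed as inactive read as strong as hits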
SUMO1-SIM PPI: modulators of SUMO1 protein-protein interactions, primary screen, biochemical, uHTS; Small ubiquitin-related modifier 1 (Homo sapiens), P63165; SUMO1 binding to a labelled peptide, TR-FRET, 1 h; inhibition, % at 20 µM; hit rate 0.33% among 360,000; AID 602429, 2012; in the data active = inhibition above about 37%
CSN deneddyl inh: inhibitors of CSN-mediated cullin deneddylation, primary screen, biochemical, fluorescence polarization, uHTS; COP9 signalosome complex subunit 5 (Homo sapiens), Q92905; Purified CSN, SCF-Nedd8-OG deneddylation; inhibition, % at 12.5 µM; hit rate 0.38% among 360,000;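 active = pattern-corrected inhibition above about 35%, with an unprinted fluorescence ratio check between 0.5 and 1.5, limit read from the data, passing the limit was not always enough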;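 note: 0% = enzyme with substrate and 100% = substrate without enzyme; some results filed as inactive read as strong as hits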
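Material: purified human Csn5 enzyme expressed in HEK293T cells / Medium: Tris buffer pH 7.5, NaCl, DTT, Tween-20, trehalose, ovalbumin / Compound dosing: 12.5 µM single point / Schedule: 90 min incubation of compound, enzyme and substrate at room temperature / Signal: fluorescence polarization of the substrate / Control set: no-enzyme wells high, enzyme-with-substrate wells low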
TbMetRS inhib: T. brucei MetRS inhibitors, primary screen, biochemical, luminescence; inhibition, % at 11.9 µM; AID 624268, 2012; purified T. brucei MetRS, ATP depletion, Kinase-Glo luminescence; hit rate 0.4% among 360,000;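 active = inhibition above a per-plate cutoff of the control wells' mean inhibition plus 3 SD, cut at about 5.5% in these data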;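 note: 0% = DMSO wells median and 100% = median of wells with control inhibitor compound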
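Material – parasite MetRS enzyme · Medium – HEPES-MgCl2-KCl buffer plus DTT, spermine, BSA, pyrophosphatase · Reagent – ATP, methionine and E. coli bulk tRNA substrates · Times – 15 min enzyme-compound preincubation, 2 h reaction, 10 min detection, 25 °C · Measured by – luminescence of leftover ATP · Evaluation – percent inhibition relative to median high and low control wells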
NadD inh: inhibitors of S. aureus NadD, primary screen, biochemical, colorimetric, uHTS | Nicotinate-nucleotide adenylyltransferase NadD (Staphylococcus aureus N315) | purified NadD enzyme, colorimetric absorbance read-out | inhibition, % at 20 µM | hit rate 0.78% among 360,000; in the data active = inhibition above about 26%; note: some compounds past the cut are filed as inactive
Scp-1 inhibitor: Scp-1 phosphatase inhibitors, primary screen, biochemical, colorimetric, uHTS | Carboxy-terminal domain RNA polymerase II polypeptide A small phosphatase 1 (Homo … | Recombinant Scp1, phosphopeptide, malachite green phosphate absorbance | inhibition, % at 20 µM | hit rate 0.88% among 340,000;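 active = inhibition above about 50% at 20 µM, limit read from the data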;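 note: plate controls were DMSO wells with enzyme for no effect and wells lacking enzyme for full effect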
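Material: truncated SCP-1 phosphatase (76-261aa) / Buffer or medium: 50 mM Tris acetate pH 5.5, 0.005% Tween-20, 10 mM MgCl2 / Compound dosing: one concentration, 20 µM, with 1.0% DMSO / Incubation: 45 min room-temperature reaction, 5 min colour, 30 min stabiliser / Detection: colorimetric free-phosphate detection, absorbance 630 nm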
LMPTP inh: LMPTP phosphatase inhibitors, primary screen, biochemical, fluorescence intensity, uHTS | Low molecular weight phosphotyrosine protein phosphatase (Homo sapiens), P24666 | recombinant LMPTP-A, OMFP fluorogenic substrate | inhibition, % at 20 µM | hit rate 0.22% among 360,000 | AID 651560, 2012;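 active = compounds that cut the enzyme signal by at least half of the control window in the single-dose screen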;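 note: plate controls were DMSO wells with enzyme plus substrate for no effect and substrate without enzyme for full effect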
Target sequence (P24666 whole entry, looked up): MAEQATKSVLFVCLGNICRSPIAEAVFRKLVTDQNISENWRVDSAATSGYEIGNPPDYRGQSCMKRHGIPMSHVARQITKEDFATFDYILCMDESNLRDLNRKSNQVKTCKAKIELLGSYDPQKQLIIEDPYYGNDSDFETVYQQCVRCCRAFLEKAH
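Assay system: LMPTP-A, protein tyrosine phosphatase of low molecular weight / Medium: pH 6.0 Bis-Tris buffer with DTT and Triton X-100 / Schedule: 50 min enzyme reaction at room temperature, protected from light / Measured by: endpoint fluorescence intensity from OMFP dephosphorylation / Read-out basis: % inhibition relative to no-enzyme and uninhibited control wells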
* hit, by the source's call; i = inactive; . = no result given; + = active, no number.

SMILES | STEP block | Rpn11 inh | DNMT1 inh | PABP1 MLLE inh | SUMO1-SIM PPI | CSN deneddyl inh | TbMetRS inhib | NadD inh | Scp-1 inhibitor | LMPTP inh
COc1cccc2c1C(=O)c1c(O)c3c(c(O)c1C2=O)C[C@@](O)(C(=O)CO)C[C@@H]3OC1CC(N)C(O)C(C)O1 (stereo partly drawn) | -21 | i | -202 | 121 | 92* | -73 | -0.2 | 53* | -5 | 9.1
O=C(CN1C(=O)/C(=C2\SC(=S)N(CCS(=O)(=O)O)C2=O)c2ccccc21)Nc1cccc(Br)c1 | 98* | i | 14 | 15 | 17 | 21 | 19* | 51* | 101* | 83*
CC(C)(C)OC(=O)C[C@H]1C/C=C\C[C@@H](CC(=O)NCCO)C(=O)NC[C@H](c2ccccc2)OC1=O | -1 | i | 5 | 1 | 0 | -2 | 0.8 | 6 | -4 | -2.0
CC1=CC2=NC(=O)CC(C)(C(=O)N(CC(=O)NC3CCCC3)c3ccccc3F)N2C=C1 (stereo not drawn) | -2 | i | 6 | 0 | 3 | 0 | 0.1 | 2 | -7 | -0.5
CCOc1ccc(NS(=O)(=O)c2cc(NC(=O)c3ccc(C)cc3)ccc2Cl)cc1 | -3 | i | -19 | 10 | 4 | -2 | 0.5 | 19 | -18 | 6.3
COc1ccc(NC(=O)Cn2cnc3sc(C)c(S(=O)(=O)N4CCOCC4)c3c2=O)cc1Cl | 0 | i | 1 | 6 | 4 | 8 | 0.2 | -10 | -3 | 0.2
O=C(C1CC(c2cccc(Br)c2)=NO1)N1CCc2ccccc2C1 (stereo not drawn) | 4 | i | 3 | -1 | -3 | -1 | -1.6 | -5 | -8 | 1.8
CCOc1ccc(OCCCCN(C)C)cc1 | -4 | i | 0 | 10 | 1 | -4 | -0.6 | -3 | 3 | -0.9
CC1(C)CNC(=O)c2sc(NC(=O)c3ccccc3Cl)nc2C1 | 2 | i | -2 | 17 | 1 | -6 | 0.2 | -2 | -10 | -0.2
CNC[C@@H]1Oc2ccc(NC(=O)Nc3ccccc3)cc2C(=O)N([C@@H](C)CO)C[C@H]1C | -1 | i | 1 | -10 | 3 | 3 | 0.3 | -12 | -4 | -1.9
Cc1nn(-c2ccc(F)cc2)c2sc(C(=O)OC3CCOC3=O)cc12 (stereo not drawn) | 4 | i | 10 | -13 | 4 | 1 | -1.5 | 1 | -2 | 1.5
CC[C@H](NC(=O)CC[C@H]1O[C@@H](n2cnc3c(NC(=O)c4ccccc4)ncnc32)[C@H](O)[C@@H]1O)c1ccccc1 | -1 | i | 0 | -6 | 11 | 2 | -0.2 | -3 | . | -0.9
CCc1ccc(C(O)c2ncc(-c3cccc(OC)c3)[nH]2)cc1 (stereo not drawn) | -3 | i | 0 | -6 | 5 | 4 | -0.1 | -3 | . | -0.4
COCCN(C)Cc1cn(-c2ccc(F)cc2F)nc1-c1ccccc1C | -2 | i | 5 | 14 | 0 | -10 | -1.1 | -6 | 5 | 0.7
COc1ccccc1CNc1cncnc1 | -2 | i | 2 | 0 | 0 | 0 | -0.5 | -2 | -3 | -0.7
COc1ccc(C#Cc2cccc(-c3nc(C(=O)NCc4ccc(Oc5ccccc5)cc4)cc4c3[C@@H](CCO)N(S(=O)C(C)(C)C)C4)c2)cc1OC (stereo partly drawn) | 3 | i | -40 | -3 | -36 | 3 | -0.8 | 28 | . | 2.0
C/C(=N/NC(=O)c1ccc(Br)o1)C(C)C | -3 | i | -2 | -2 | 0 | 2 | -0.3 | -2 | -2 | -1.6
O=C(N/N=C/c1ccc(OC(=O)c2ccc3c(c2)OCO3)cc1)c1cncc(Br)c1 | 99* | + | 117* | -31 | -3 | 5 | -1.0 | 6 | 94* | 86*
Cc1cc(C(=O)NNC(C)Cc2ccccc2)no1 (stereo not drawn) | 0 | i | 2 | 5 | 1 | -3 | -0.3 | -3 | . | -1.9
CSc1ncc(Cl)c(C(=O)Nc2ccccc2C)n1 | -1 | i | 1 | -7 | -2 | -2 | 2.5 | -5 | -6 | -0.7
CC(=O)c1ccc(-c2cnc3c(NC=O)cc(-c4ccc(N5CCN(C)CC5)cc4)cn23)cc1 | 5 | i | -22 | -65 | -34 | 9 | 0.0 | 26 | . | 4.1
CCCc1cc(C(=O)NC(C)C2CCCO2)cs1 (stereo not drawn) | -4 | i | 0 | 6 | -3 | -3 | -0.6 | -1 | -2 | 0.1
CCc1nc2c(OCC3CCCCC3)cccn2c1N(C)C(=O)c1ccc(C)cc1 | 3 | i | -4 | 0 | 6 | -2 | -0.1 | 4 | . | 3.0
COC(=O)c1cc(C(=O)OC)cc(N2C(=O)CC(N3CCN(c4ccccc4)CC3)C2=O)c1 (stereo not drawn) | 2 | i | -4 | -7 | 6 | -6 | -1.2 | -2 | -7 | -1.2
COc1ccc(/C=C2\C(=O)NCC(=O)N2C)cc1 | -2 | i | 0 | -106 | 3 | 1 | -0.1 | 3 | 89* | -3.0

For reference, three of the compounds above:
SMILES | STEP block | Rpn11 inh | DNMT1 inh | PABP1 MLLE inh | SUMO1-SIM PPI | CSN deneddyl inh | TbMetRS inhib | NadD inh | Scp-1 inhibitor | LMPTP inh
COc1cccc2c1C(=O)c1c(O)c3c(c(O)c1C2=O)C[C@@](O)(C(=O)CO)C[C@@H]3OC1CC(N)C(O)C(C)O1 (stereo partly drawn) | -21 | i | -202 | 121 | 92* | -73 | -0.2 | 53* | -5 | 9.1
O=C(CN1C(=O)/C(=C2\SC(=S)N(CCS(=O)(=O)O)C2=O)c2ccccc21)Nc1cccc(Br)c1 | 98* | i | 14 | 15 | 17 | 21 | 19* | 51* | 101* | 83*
CC(C)(C)OC(=O)C[C@H]1C/C=C\C[C@@H](CC(=O)NCCO)C(=O)NC[C@H](c2ccccc2)OC1=O | -1 | i | 5 | 1 | 0 | -2 | 0.8 | 6 | -4 | -2.0

Continuation:
SMILES | STEP block | Rpn11 inh | DNMT1 inh | PABP1 MLLE inh | SUMO1-SIM PPI | CSN deneddyl inh | TbMetRS inhib | NadD inh | Scp-1 inhibitor | LMPTP inh
O=C(O)c1ccccc1C(=O)NCCc1c(C(=O)O)[nH]c2ccc(F)cc12 | 4 | i | 6 | 4 | 2 | -8 | -0.6 | -2 | -12 | -0.7
COc1ccc(CCC(=O)N(C)CC(=O)Nc2cc(C)ccc2C)cc1 | -6 | i | -1 | -6 | -5 | -9 | -0.5 | -7 | -12 | 1.3
O=C(NC(Cc1c[nH]c2ccccc12)C(=O)O)c1ccc2c(c1)OCO2 (stereo not drawn) | -1 | i | 2 | 12 | 1 | 2 | -1.1 | -8 | -4 | -0.4
C(=C\c1nc(N2CCCCCC2)c2ccccc2n1)/c1ccccc1 | 3 | i | -6 | 6 | -1 | 3 | -0.6 | 1 | 2 | 56*
Cc1nnc2n(c1=O)N=C(c1ccc(Cl)cc1)CS2 | -3 | i | -7 | 30 | -18 | 6 | -0.8 | -3 | 8 | 1.0
COc1ccc(-c2noc(CCC(=O)N3CCN(c4cccc(F)c4)CC3)n2)cc1 | 0 | i | 5 | 7 | 3 | 1 | 0.9 | -3 | 1 | -1.5
Brc1ccc(-c2c[n+]3c(n2-c2ccccc2)SCC3)cc1 | -1 | i | 4 | -5 | 1 | 0 | 0.6 | -1 | 12 | 0.3
CC(=O)[C@@]1(O)[C@H](C)CC2C3CC=C4CC(OP(=O)(O)O)CC[C@]4(C)C3CC[C@@]21C (stereo partly drawn) | 6 | i | 0 | 9 | -6 | -8 | 0.0 | 2 | 30 | 0.5
Cc1ccccc1OCC(=O)Nc1ccc(C)c(S(=O)(=O)N2CCCCCC2)c1 | 3 | i | 2 | -8 | 6 | 1 | -0.5 | -5 | 13 | 3.9
COc1ccc(-c2cnnn2-c2ccc(NC(=O)c3ccc(S(=O)(=O)N4CCCCC4)cc3)cc2)cc1OC | -1 | i | -10 | -9 | 1 | 0 | -1.1 | 19 | -4 | 1.1
Cc1ccccc1C(=O)N1CCN=C1SCc1ccc([N+](=O)[O-])cc1 | -1 | i | -1 | 13 | -25 | 0 | -1.1 | -2 | 2 | 0.3
O=C(Nc1ccc(F)cc1)Nc1ccc2c(c1)CCC2 | -1 | i | 3 | -15 | 31 | 0 | -0.2 | -8 | -5 | -0.1
COc1cccc(C(=O)NOCc2ccc(C)cc2)c1OC | 0 | i | 6 | 4 | 1 | -4 | -0.4 | -2 | -4 | -0.2
COc1ccc(C(=O)COC(=O)c2ccco2)cc1 | 1 | i | -1 | 6 | 0 | -3 | -0.2 | 1 | -15 | -0.7
O=C(O)C1CCCN(S(=O)(=O)c2cccs2)C1 (stereo not drawn) | -1 | i | 3 | -4 | 2 | 2 | -0.8 | -6 | -5 | 1.6
COc1ccc(CCN2C(=O)C3CC(C)=C(C)CC3C2=O)cc1OC (stereo not drawn) | 2 | i | -1 | -1 | 4 | 4 | 0.0 | 2 | -4 | 0.0
COc1ccc(S(=O)(=O)NCC(c2cccnc2)N2CCN(c3ccccc3)CC2)cc1C (stereo not drawn) | -4 | i | 0 | -4 | -1 | 2 | -1.3 | 6 | -7 | 1.0
C#CCn1c(=NC(=O)c2cccs2)sc2cccc(OCC)c21 | 1 | i | 10 | 4 | -2 | 4 | 0.4 | -1 | -16 | 1.8
O=C(CCc1c[nH]c2ccccc12)NCCc1ccccc1 | -1 | i | -2 | 7 | -8 | 6 | 0.0 | -3 | -1 | -0.7
O=C(NC1(C(F)(F)F)N=C2SCCN2C1=O)C1CCCCC1 (stereo not drawn) | -1 | i | 2 | 33 | 0 | 1 | -0.7 | -1 | -7 | 0.2
